# From PubChem BioAssay
# RGS4 inh – human RGS4 inhibition; P49798; Transcreener GDP fluorescence polarization, RGS4-accelerated GTP hydrolysis; Potency, µM (titrated, usually from 114 µM), inactives show at the highest dose activity change, negative = inhibition, most hits filed as inhibitors; 390,000 compounds, 0.039% hits; AID 504845; further: on the % scale 0 is the no-effect control and ±100 the full control effect; nearly all actives have a fitted effect of over 75% in size; some results filed as inactive show a strong effect at the top dose
# Target sequence (P49798 whole entry, looked up): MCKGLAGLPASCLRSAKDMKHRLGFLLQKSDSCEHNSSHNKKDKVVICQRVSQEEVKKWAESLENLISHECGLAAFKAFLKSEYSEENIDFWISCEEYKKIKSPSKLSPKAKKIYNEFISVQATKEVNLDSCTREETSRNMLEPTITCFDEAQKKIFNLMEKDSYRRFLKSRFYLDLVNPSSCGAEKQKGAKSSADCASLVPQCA
#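 MLSMR compounds (23 nl, pin-transferred) preincubated 10 min at room temperature with a 500nM (2x) first reagent, then RGS4 at 900nM (2x) plus Transcreener GDP mix added; fluorescence polarization (620/688 nm) read before and after 90 min at 30 °C.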
# 12-LOX inh – ALOX12 (human) lipoxygenase inhibition. P18054. purified 12hLO, xylenol orange hydroperoxide absorbance. Potency, µM (titrated, usually from 108 µM), for the others: at the top dose activity change, negative = inhibition, hits mostly inhibitors. 580,000 compounds, 1.1% hits. AID 1671190; further: on the % scale 0 is the no-effect control and ±100 the full control effect
#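 Hydroperoxide product was detected by ferrous iron/xylenol orange as the 573 to 405 nm absorbance ratio. Arachidonic acid at 40 uM (final) was turned over for 30 min at room temperature by 150 nM human 12hLO, pH 7.0 Hepes buffer, after 15 min compound preincubation.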
# GLS inhibitor – glutaminase GLS (human) inhibition; GLS enzymatic activity, qHTS titration; Potency, µM (series often up to 45.5 µM), inactives show at the top dose activity change, negative = inhibition, actives largely listed as inhibitors; 410,000 compounds, 0.21% hits; AID 624170; further: on the % scale 0 is the no-effect control and ±100 the full control effect
# Target sequence (O94925 whole entry, looked up): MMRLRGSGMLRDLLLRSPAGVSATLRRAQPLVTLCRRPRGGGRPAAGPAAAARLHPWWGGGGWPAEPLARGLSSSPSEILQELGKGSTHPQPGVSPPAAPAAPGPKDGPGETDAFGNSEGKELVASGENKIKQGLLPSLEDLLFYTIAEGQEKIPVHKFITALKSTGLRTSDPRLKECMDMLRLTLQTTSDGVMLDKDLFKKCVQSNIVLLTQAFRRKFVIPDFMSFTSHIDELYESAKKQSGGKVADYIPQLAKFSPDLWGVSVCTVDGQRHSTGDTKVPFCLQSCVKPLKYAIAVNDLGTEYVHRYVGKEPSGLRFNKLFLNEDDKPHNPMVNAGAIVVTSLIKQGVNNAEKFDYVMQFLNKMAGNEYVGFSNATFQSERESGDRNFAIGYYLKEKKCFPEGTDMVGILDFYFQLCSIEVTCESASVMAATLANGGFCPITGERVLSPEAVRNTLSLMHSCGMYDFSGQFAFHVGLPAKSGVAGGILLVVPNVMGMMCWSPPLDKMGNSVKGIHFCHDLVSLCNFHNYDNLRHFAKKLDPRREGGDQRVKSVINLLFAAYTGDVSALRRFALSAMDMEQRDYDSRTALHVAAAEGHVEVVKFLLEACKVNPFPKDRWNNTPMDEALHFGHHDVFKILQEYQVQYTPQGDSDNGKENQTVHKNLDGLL
#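 Human kidney-isoform GLS in 45 mM KH2PO4 pH 8.2, 0.02% Tween-20, with compound, started with 1mM L-Glutamine (added stock). Glutamate oxidase/HRP/Amplex red coupled fluorescence read at start and after 30 min at RT.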
# ERG-DNA inh – inhibitors of human ERG Ets domain-DNA interaction; Potency, µM (highest dose often 76.9 µM), without a hit: at the highest dose FP activity, negative = inhibition, usual class: inhibitors; 370,000 compounds, 0.028% hits; P11308; AID 624246; fluorescence polarization, His-ERG Ets domain / labelled DNA; active means well fitted inhibition curve with a large enough effect in the polarisation, with a control signal flat; inconclusive means small, poorly fitted or top-dose-only effect, or effect the other way, or a change in a side signal; inactive means no such curve, though single readings can be large or run the other way; the % refers to the polarisation;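 further: polarization taken with two DNA probes labelled with fluorescein and Texas red; % of control where 0% means no effect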
#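 His-tagged ERG Ets domain (1 uM in the protein solution; 300mM KCl, 50mM Tris-HCl, 1mM EDTA, 1mM DTT, pH 7.5) received compound, then a probe mix of 5 nM fluorescein-DNA and 100nM Texas-615-DNA. Fluorescence polarization was read for both dyes.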
# JMJD2A Tudor inh – blocks the human JMJD2A Tudor domain | AlphaScreen JMJD2A-Tudor / H3K4me3 peptide binding | Potency, µM (titrated, usually from 114 µM), inactives show at the top dose activity change, negative = inhibition, most hits filed as inhibitors | 390,000 compounds, 4.4% hits | AID 504339; further: on the % scale 0 is the no-effect control and ±100 the full control effect; nearly all actives have a fitted effect of over 50% in size
# TrxR1 inh – rat TrxR1 inhibition; recombinant rTrxR1, NADPH fluorescence consumption, selenite substrate; AID 588453; 390,000 compounds, 1% hits; Potency, µM (top dose mostly 114 µM), inactives show at the highest dose activity change, negative = inhibition, usual class: inhibitors; O89049; further: on the % scale 0 is the no-effect control and ±100 the full control effect; nearly all actives have a fitted effect of over 65% in size
#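 Rat TrxR1 (90 nM in the dispensed reagent) was pre-reduced with 400 uM NADPH for 5 min at room temperature, then incubated with compound for 15 min. After 400 uM selenite was added, NADPH fluorescence (Ex 340/Em 450 nm) was followed for 8 min.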
# Pin1 inh – inhibitors of human Pin1. 390,000 compounds, 0.009% hits. Q13526. Potency, µM (top dose mostly 115 µM), for inactives: at the highest dose activity, negative = inhibition, most hits filed as inhibitors. Pin1 FP peptide displacement, HiFluor488, 10 min. AID 504891; active means well fitted inhibition curve with a large enough effect in the polarisation, with a control signal flat, not every such curve was filed as active; inconclusive means small, poorly fitted or top-dose-only effect, or effect the other way, or a change in a side signal; inactive means no such curve, though single readings can be large or run the other way; the % refers to the polarisation; further: on the % scale 0 is the no-effect control and ±100 the full control effect
# Target sequence (Q13526 whole entry, looked up): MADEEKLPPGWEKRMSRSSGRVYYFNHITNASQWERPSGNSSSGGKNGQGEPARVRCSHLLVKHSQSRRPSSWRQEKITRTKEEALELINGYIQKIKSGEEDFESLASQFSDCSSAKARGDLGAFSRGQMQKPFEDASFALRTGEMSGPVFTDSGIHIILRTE
# HP1b binding inh – blocks HP1-beta chromodomain binding to methylated histone tails; P83916; AlphaScreen HP1-beta / biotin-H3K9me3 peptide binding; Potency, µM (series often up to 114 µM), without a hit: at the highest dose activity change, negative = inhibition, hits mostly inhibitors; 390,000 compounds, 0.56% hits; AID 540317; further: nearly all actives have a fitted effect of over 70% in size; inactives centre near 23
#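 HP1-beta protein (50 nM final) preincubated 30 min at room temperature with biotinylated H3(1-18)K9me3 peptide (50 nM) in PBS pH 7.4, 0.01% Tween-20, then compound added for 30 min. AlphaScreen streptavidin donor/nickel chelate acceptor beads (10 ug/mL final), 30 min dark, luminescence read.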
# PGK inhibitor – T. brucei PGK inhibition; PGK/GAPDH coupled, Kinase-Glo luminescence, 60 min; P07378; 380,000 compounds, 0.043% hits; AID 602233; Potency, µM (highest dose often 57.5 µM), for inactives: top-dose activity change, negative = inhibition, most hits filed as inhibitors; further: on the % scale 0 is the no-effect control and ±100 the full control effect; nearly all actives have a fitted effect of over 60% in size
#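 Luminescent ATP detection (Kinase-Glo Plus) follows a 60-minute room-temperature incubation, with wells lacking PGK as controls. Buffer: 100 mM TEA (pH 7.6), 5 mM MgCl2, 0.01% Tween-20. Coupling enzyme GAPDH (100 nM final) supplies unstable 1,3-BPG in-well.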
# * = called active by the depositor; i = inactive; u = inconclusive; x = no result given; [ ] = dose if it differs, or a comment. Unless noted, the call rests on the fitted dose curve; in most records, active means well fitted curve in the direction sought with a large enough effect; inconclusive means small, poorly fitted or top-dose-only effect, or another doubt; inactive means no such curve, though single readings can be large; an effect the other way counts as inactive or inconclusive. Potency means the concentration at half of the fitted maximal effect. This is a subset. The share of hits here may be higher or lower than overall.
nr	SMILES	RGS4 inh	12-LOX inh	GLS inhibitor	ERG-DNA inh	JMJD2A Tudor inh
1	CC(C)CCn1c(C(C)O)nc2ccccc21 (centres undefined)	-4%	-6%	11%	5%	-12%
2	Fc1ccc(-c2nnsc2Sc2ccccn2)cc1	0%	-4%	-1%	-4%	-9%
3	CCOC(=O)C1=C(C)NC2=C(C(=O)CC(C)(C)C2)C1c1coc2ccccc2c1=O (centres undefined)	-17%	-25%	20%	-5%	-19%
4	O=S(=O)(Cc1cnc(Cl)s1)c1ccccc1	4%	329%[activator]	11%	-3%	-6%
5	O=C(CSc1nc2c([nH]c3ccccc32)c(=O)n1-c1cccc(Cl)c1)N1CCCC1	-6%	0%	4%	1%	-15%
6	O=C1CC(N2CCCc3ccccc32)C(=O)N1c1ccccc1Cl (centres undefined)	12%	-14%	22%	13%	-11%
7	COc1ccc(CN(C(=O)c2snc(C(N)=O)c2N)C(CC(C)C)C(=O)NC2CCCCC2)cc1 (centres undefined)	-7%	-4%	1%	-3%	-23%
8	COc1ccc(OC)c(N(/C(N)=N/c2nc(C)cc(C)n2)S(=O)(=O)c2ccc(NC(C)=O)cc2)c1	9%	24%	-14%	11%	0%
9	CC(=O)Nc1ccc(S(=O)(=O)N2CCC3(CC2)OCCO3)cc1	-11%	11%	-3%	-4%	5%
10	O=C(Nc1ccccc1C(=O)Nc1nncs1)c1ccccc1	-8%	20%	4%	-5%	-1%
11	CCOc1ccc(S(=O)(=O)NCc2cccnc2)c2ccccc12	3%	-8%	0%	-5%	-6%
12	O=C(Nc1ccccc1)c1ccc2c(c1)OCO2	-3%	0%	-6%	-16%	10%
13	COc1cccc(/C=C2\C=C(c3ccc(C)cc3)OC2=O)c1OC(C)=O	-11%	0%	5%	-12%	25%
14	Cc1occc(=O)c1OCc1ccc(F)cc1	2%	0%	-1%	1%	-2%
15	Cc1noc(C)c1COc1ccccc1C(=O)Nc1cccc(S(=O)(=O)N(C)C)c1	0%	0%	6%	x	-17%

nr	TrxR1 inh	Pin1 inh	HP1b binding inh	PGK inhibitor
1	-9%	-1%	34%	-2%
2	35%	u	17%	-5%
3	0%	4%	14%	0%
4	-3%	-7%	41%[activator]	3%
5	19%[57.1 µM]	-5%	27%[57 µM]	-8%
6	1%	1%	30%	3%
7	4%	-9%	21%	8%
8	10%[57.1 µM]	3%	12%	-4%
9	10%	-1%	37%	-6%
10	22%	-5%	32%	-2%
11	9%	-2%	4%	8%
12	14%[57.1 µM]	-7%	30%	-23%
13	-16%[57.1 µM]	28%	94%[activator]	4%
14	9%	-4%	23%	-6%
15	9%	-11%	9%	-3%

# Along the list, from the results shown.
# Entries 7–13 in JMJD2A Tudor inh: -23%, 0%, 5%, -1%, -6%, 10%, 25%
# Entries 7–13 in ERG-DNA inh: -3%, 11%, -4%, -5%, -5%, -16%, -12%
# Entries 7–13 in HP1b binding inh: 21%, 12%, 37%, 32%, 4%, 30%, 94%[activator]

# The listing picks up; the five compounds before the break are reprinted first.
nr	SMILES	RGS4 inh	12-LOX inh	GLS inhibitor	ERG-DNA inh	JMJD2A Tudor inh
11	CCOc1ccc(S(=O)(=O)NCc2cccnc2)c2ccccc12	3%	-8%	0%	-5%	-6%
12	O=C(Nc1ccccc1)c1ccc2c(c1)OCO2	-3%	0%	-6%	-16%	10%
13	COc1cccc(/C=C2\C=C(c3ccc(C)cc3)OC2=O)c1OC(C)=O	-11%	0%	5%	-12%	25%
14	Cc1occc(=O)c1OCc1ccc(F)cc1	2%	0%	-1%	1%	-2%
15	Cc1noc(C)c1COc1ccccc1C(=O)Nc1cccc(S(=O)(=O)N(C)C)c1	0%	0%	6%	x	-17%
16	COc1ccc2c(c1)c1c(c(=O)n(-c3cccc(C)c3)c(=O)n1CC(=O)N1CCCC1)n2C	22%	-18%	3%	0%	-23%
17	O=C(COC(=O)c1ccc(F)cc1F)NC(=O)Nc1ccc2c(c1)OCCO2	-19%	-10%	0%	-3%	-9%
18	CCC(C(=O)Nc1cccc(S(=O)(=O)N(C)c2ccccc2)c1)c1ccccc1 (centres undefined)	-4%	-26%	0%	-2%	-15%
19	O=C(Nc1ccc2c(c1)OCO2)c1cc2nc(C3CC3)cc(C(F)(F)F)n2n1	-18%	14%	-2%	9%	-30%
20	CC(=O)Nc1cccc(C(=O)Nc2ccccc2N2CCOCC2)c1	5%	-18%	-2%	-3%	-4%
21	Nc1ccccc1-c1nnc(SCc2ccccc2F)[nH]c1=O	-29%	-7%	13%	-4%	-25%
22	CSc1ccc(CN(C)C(=O)c2cc(S(=O)(=O)NCc3ccccc3)ccc2C)cc1	-2%	u	6%	0%	-21%
23	CC(C)NC(=O)Nc1cccc2c1O[C@H](CN(C)S(C)(=O)=O)[C@@H](C)CN([C@H](C)CO)C2=O	-3%	-11%	-2%	15%	-21%
24	CCCCNC(=S)N(C)/N=C/c1ccccc1F	-15%	-17%	3%	4%	111%[activator]
25	CCC(C)n1c(=O)c(C(=O)Nc2ccccc2S(N)(=O)=O)c(O)c2ccccc21 (centres undefined)	-23%	-23%	8%	-4%	6%
26	CCOC(=O)/C(=C\c1ccc(OC)c(OC)c1)C(=O)c1cccnc1	-34%	8%	u	-1%	-11%
27	CC(=O)c1cccc(NC(=O)c2cccc3ccccc23)c1	24%	1%	-1%	-7%	-14%
28	O=C(NCC1CCCO1)c1ccc(NS(=O)(=O)c2cccc([N+](=O)[O-])c2)cc1 (centres undefined)	3%	-1%	-3%	3%	3%
29	CCC1(c2ccc(F)cc2)NC(=O)N(CC(=O)N2CCN(C(=O)c3cccs3)CC2)C1=O (centres undefined)	12%	-1%	18%	7%	-8%
30	Cc1cccc(-n2c(Cc3ccccc3)nnc2SCC(=O)N2CCOCC2)c1	17%	0%[57.4 µM]	1%	-1%	-4%

nr	TrxR1 inh	Pin1 inh	HP1b binding inh	PGK inhibitor
11	9%	-2%	4%	8%
12	14%[57.1 µM]	-7%	30%	-23%
13	-16%[57.1 µM]	28%	94%[activator]	4%
14	9%	-4%	23%	-6%
15	9%	-11%	9%	-3%
16	51%[activator]	-5%	-18%	-8%
17	3%	1%	34%	-9%
18	-20%	34%[activator]	19%	i
19	15%	-3%	8%	0%
20	2%	-3%	32%	-9%
21	-3%	3%	5%	0%
22	-3%	-4%	19%	-3%
23	18%	-2%	20%	-12%
24	-9%	1%	226%[activator]	-7%
25	-5%	9%	37%	0%
26	u	0%	13%	-9%
27	25%	-1%	8%[57 µM]	-8%
28	-10%	-14%	23%	-7%
29	-8%	-1%	28%	10%
30	6%	2%	34%[activator]	9%

# (list continues)
nr	SMILES	RGS4 inh	12-LOX inh	GLS inhibitor	ERG-DNA inh	JMJD2A Tudor inh
31	CCOc1ccc(NC(=O)CSC2=NCCN2)cc1	6%	8%	10%	9%	-8%
32	CCN(CC(=O)Nc1cc(Cl)ccc1C)C(=O)CN1C(=O)NC2(CCCC2)C1=O	-2%	5%	-4%	-4%	-10%
33	COCCCn1c(=NC(C)=O)c(C#N)cc2c(=O)n3cccc(C)c3nc21	-2%	63%[activator]	9%	-4%	-24%
34	O=S(=O)(c1ccccc1)c1nc(-c2cccs2)oc1NCC1CCCO1 (centres undefined)	15%[11.4 µM]	u	2%	-9%	u
35	O=C(c1ccc2c(c1)OCO2)N(c1ccc(F)cc1)C1C=CS(=O)(=O)C1 (centres undefined)	-15%	-13%	7%	x	-17%
36	COc1ccc(CC(=O)N2N=C(C)CC2(O)c2cccnc2)cc1OC (centres undefined)	13%	9%	-2%	1%	-5%
37	Cc1cc(N2CCN(c3ccccn3)CC2)n2cc(-c3ccccc3)nc2n1	16%	u	0%	-7%	-27%
38	O=C(/C=C/c1ccc(OC(F)F)cc1)Nc1cccc(S(=O)(=O)NC2=NCCCCC2)c1	-23%	-28%	5%	-2%	-26%
39	Cc1ccc(CNC(=O)[C@H](Cc2ccccc2)NC(=O)C2CCNCC2)cc1	5%	0%	-10%	-10%	-23%
40	Cn1cc(C(=O)C(=O)N2CCCc3ccccc32)c2ccccc21	7%	-15%	-3%	6%	-10%

nr	TrxR1 inh	Pin1 inh	HP1b binding inh	PGK inhibitor
31	-9%	3%	32%	-2%
32	-5%	-3%	35%	-2%
33	80%	-12%	4%	i
34	6%[57.1 µM]	-1%	24%	-7%
35	-10%	-10%	42%[activator]	-5%[11.5 µM]
36	9%	0%	31%	8%
37	u	18%	-8%	-7%
38	-7%	10%	13%	-8%
39	8%	-4%	34%	i
40	-2%[57.1 µM]	1%	21%	-9%
